Screening results deposited in PubChem BioAssay by Sanford-Burnham Center for Chemical Genomics.
TIM10 inh – growth inhibitors of isogenic TIM10 control yeast, primary screen, counter-screen for tim10-1 yeast inhibitor project, luminescence, uHTS. S. cerevisiae TIM10 strain growth, BacTiter-Glo luminescence, 24 h. inhibition, % at 10 µM. actives 1.4% (n = 330,000). AID 463195, 2010;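 active = inhibition of 40% or more at the single tested concentration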;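 note: wild-type TIM10 isogenic control strain grown at permissive 25 °C; 0% = DMSO yeast wells and 100% = minimal medium wells without yeast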
MIN6 prolif – inducers of MIN6 beta-cell proliferation, primary screen, ATP luminescence, uHTS; AID 2380, 2010; proliferation, % at 10 µM; MIN6 cells proliferation, ATPlite luminescence, 48 h; cells starved in 0.2% serum; 100% = growth in 10% serum; actives 0.29% (n = 330,000);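 active = compounds whose signal lies at least 3.5 SD above the mean of all wells on their plate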;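 note: 0% = DMSO-treated cells in low-serum medium and 100% = 10% serum control; some compounds called inactive have numbers as strong as hits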
tim23-1 inh – growth inhibitors of tim23-1 mutant yeast, primary screen, luminescence, uHTS. S. cerevisiae tim23-1 growth, BacTiter-Glo luminescence, 24 h. inhibition, % at 20 µM. actives 1.3% (n = 330,000). AID 463212, 2010;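 active = growth inhibition of the mutant yeast at or above 50%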;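 note: temperature-sensitive mutant grown at 25 °C; plate controls were DMSO-treated mutant yeast for no effect and medium wells lacking yeast for full effect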
APJ agonist – agonists of human apelin receptor APJ, primary screen, CHO-K1 cells, PathHunter beta-arrestin, luminescence. P35414. 0% DMSO wells, 100% apelin. activation, % at 20 µM. actives 0.11% (n = 330,000). AID 2520, 2010;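 active = activation more than six SD over the plate average, tested at 20 µM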;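 note: 0% = DMSO alone and 100% = apelin-13 at 10 nM; some results filed as inactive read as strong as hits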
Target sequence (P35414 whole entry, looked up): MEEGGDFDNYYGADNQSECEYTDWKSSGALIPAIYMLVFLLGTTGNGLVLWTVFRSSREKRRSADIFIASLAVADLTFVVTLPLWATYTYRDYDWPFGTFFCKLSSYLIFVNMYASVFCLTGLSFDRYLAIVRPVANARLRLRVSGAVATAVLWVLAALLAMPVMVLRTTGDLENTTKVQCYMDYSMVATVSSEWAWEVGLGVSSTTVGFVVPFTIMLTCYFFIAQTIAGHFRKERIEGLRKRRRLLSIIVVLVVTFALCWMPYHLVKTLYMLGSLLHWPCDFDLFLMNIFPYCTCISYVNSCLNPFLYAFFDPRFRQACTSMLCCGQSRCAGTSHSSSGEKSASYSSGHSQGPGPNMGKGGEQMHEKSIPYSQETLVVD
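Material: engineered CHO-K1 APJ arrestin reporter cells; amount: 1000 CHO-K1 reporter cells seeded per well; incubation: compound stimulation 90 min at 25 °C, detection 60 min; signal: luminescent beta-gal fragment complementation, chemiluminescent substrate; read-out basis: APJ agonist activity; controls: DMSO-only wells as negative, 10 nM Apelin-13 as positive control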
NR3A LBD binder – binders of NR3A ligand-binding domain, primary screen, biophysical, differential scanning fluorimetry, uHTS. actives 2.5% (n = 340,000). AID 1259313, 2017. NR3A LBD differential scanning fluorimetry, Tm shift; 0% = protein alone, 100% = glycine-bound protein. Tm shift relative to glycine control, % at 25 µM. Glutamate receptor ionotropic, NMDA 3A (GRIN3A) ligand-binding domain;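 active = melting temperature shift of at least 10% of the positive control shift, at one fixed dose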
NALP3 yeast inh – NALP3 inflammasome inhibitors in reconstituted yeast, primary screen, luminescence, uHTS. Yeast reconstituted NLRP3/ASC/caspase-1, beta-gal luminescence, 24 h. actives 0.39% (n = 330,000). AID 2825, 2010. inhibition, % at 10 µM;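 active = inhibition of 50% or more; inactive = inhibition below 50%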;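 note: plate controls were induced DMSO wells for no effect and uninduced yeast grown without galactose for full effect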
APJ antagonist – antagonists of human apelin receptor APJ, primary screen, CHO-K1 cells, beta-arrestin complementation, luminescence; inhibition, % at 20 µM; actives 0.32% (n = 330,000);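 active = inhibition above about 40% at 20 µM, limit read from the data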;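 note: cells challenged with 10 nM apelin-13 agonist together with compound; plate controls were apelin-13 plus DMSO wells for no effect and DMSO wells lacking apelin-13 for full effect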
MPTP inh – mitochondrial permeability transition pore inhibitors, primary screen, biochemical, isolated mouse mitochondria, absorbance | Ca2+ swelling absorbance, 30 min | inhibition, % at 10 µM | actives 1.4% (n = 360,000) | AID 602449, 2012;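 active = inhibition of 50% or more, scaled per plate between neutral and stimulator controls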;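 note: 0% = DMSO wells given calcium and 100% = 1 mM EGTA wells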
tim10-1 inh – growth inhibitors of tim10-1 mutant yeast, primary screen, luminescence, uHTS | inhibition, % at 20 µM | actives 2.2% (n = 330,000) | AID 463190, 2010 | S. cerevisiae tim10-1 ts strain growth, BacTiter-Glo, 24 h;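 active = inhibition of at least 40%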;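 note: mutant grown at 25 °C; 0% = DMSO wells with yeast and 100% = wells holding no yeast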
* marks the source's active call; other numbers are inactive results.

SMILES	TIM10 inh	MIN6 prolif	tim23-1 inh	APJ agonist	NR3A LBD binder	NALP3 yeast inh	APJ antagonist	MPTP inh	tim10-1 inh
CCC(=O)Nc1nc(CC(=O)Nc2ccccc2)cs1	18	-3	5	-2	-12	7	-5	-1.4	-2
CCOC1(NC(=O)c2ccccc2)C(C)=CC(=O)C=C1C	-2	-3	2	-2	0	-12	6	0.3	10
CCCCOc1cccc(C(=O)O)c1	9	-3	16	-2	-2	17	15	-7.2	10
CNC(=O)c1oc(-c2ccc(Cl)cc2)nc1C	3	-4	4	-2	-1	21	11	0.7	-4
CC(C(=O)c1ccccc1)n1cnc2ccccc2c1=O (stereo unspecified)	-17	-2	-18	1	1	11	10	-1.5	-6
NS(=O)(=O)c1ccc(CCNC(=O)/C=C/c2ccc([N+](=O)[O-])cc2)cc1	-2	1	-11	-2	-1	8	-19	-0.4	-12
CC(OC(=O)c1n[nH]c2ccccc12)C(=O)Nc1ccccc1[N+](=O)[O-] (stereo unspecified)	3	2	34	1	-2	6	-7	0.8	1
O=C(O)/C=C\C(=O)N1CCc2ccccc21	-1	0	10	-3	-1	6	16	0.8	9
O=C(Nc1ccn(-c2ccccc2)n1)c1ccc(Cl)cc1	-12	-4	19	0	-2	45	10	-0.3	-24
CCN(CCCNC(=O)CSc1cc(=O)n(C)c2cc(Cl)ccc12)Cc1ccccc1	-3	-3	14	2	1	19	-11	3.8	5
Cc1ccc(C(=O)NCc2ccncc2)cc1S(=O)(=O)Nc1cccc(C)c1C	10	-2	16	3	2	17	-4	-0.4	2
COc1ccc(C(Nc2ccccn2)c2oc(CO)cc(=O)c2O)cc1 (stereo unspecified)	10	0	-12	-1	-7	15	-7	96*	19
CC1(C)CC2CC(C)(CN2C(=O)CCCN2C(=O)c3ccccc3C2=O)C1 (stereo unspecified)	26	0	23	-2	0	7	19	-7.5	31
O=C(Nc1ccc(SC(F)F)cc1)C12CCC(CC1)C2	32	-2	32	-2	0	12	-1	9.4	26
O=C(N/N=C/c1ccc(N2CCOCC2)cc1)C1CC1	6	0	9	-4	0	1	8	1.8	10
Cc1nc(NCCc2ccc(S(N)(=O)=O)cc2)c2c(C)c(C)sc2n1	-1	-2	-7	7	2	8	8	41	28
CCc1cc2c(=O)c(-c3cnn(-c4ccccc4)c3)coc2c(CN2CCOCC2)c1O	-3	-2	2	-5	-7	28	-6	1.9	-17
COc1ccc(N2C(=O)C3C4C=CC(C5CC45)C3C2=O)c([N+](=O)[O-])c1 (stereo unspecified)	30	-3	33	-3	-1	10	16	-3.1	25
CN=C1CC(SC)=C1c1ccc(C)cc1	-3	1	3	-5	19*	-4	8	-3.5	3
CCCCC(=O)c1ccc(O)cc1O	9	2	37	-1	3	5	-20	-4.5	27
Cc1cc(C)cc(OCc2nnc(SCC(=O)Nc3ccccc3)o2)c1	3	-2	10	-3	-9	17	5	9.6	6
S=C(NCCCN1CCOCC1)Nc1ccc(Cl)cc1Cl	-16	-1	21	2	0	12	1	0.1	-19
N#CC1=C(N)OC2=C(C(=O)CCC2)C1C1C=CCCC1 (stereo unspecified)	5	-2	5	-1	-2	12	20	-3.9	0
O=C1CC(c2ccco2)CC(O)=C1C=NCCN1CCN(C(=S)Nc2ccccc2)CC1 (stereo unspecified)	8	-1	-13	-2	-1	17	-10	0.1	3
CCC(Cc1ccccc1)NS(=O)(=O)c1c(C)nc2sccn2c1=O (stereo unspecified)	5	-2	26	-3	0	13	-6	-0.5	28
Cc1nc(-c2cccc(S(=O)(=O)N3CCCC(C)C3)c2)cs1 (stereo unspecified)	23	-1	24	-4	-2	9	7	-1.8	13
CC1(C)CC(=O)C=C(Nc2cc(-c3ccccc3)[nH]n2)C1	-1	3	18	-2	-1	9	-36	-0.7	22
Cc1ccccc1C(=O)NC1CCN(Cc2nnnn2Cc2ccc(F)cc2)CC1	4	0	0	-2	0	5	4	0.2	13
N/C(=N\c1nc2c(c(=O)[nH]1)CCCC2)Nc1ccccc1	12	2	7	2	-1	8	4	-4.8	12
Cc1[nH]c2ccccc2c1C(=O)/C=C/c1ccccc1Cl	31	0	19	-1	27*	61*	6	14	-5

Quoted at random: two entries already listed, in no set order.
SMILES	TIM10 inh	MIN6 prolif	tim23-1 inh	APJ agonist	NR3A LBD binder	NALP3 yeast inh	APJ antagonist	MPTP inh	tim10-1 inh
CCc1cc2c(=O)c(-c3cnn(-c4ccccc4)c3)coc2c(CN2CCOCC2)c1O	-3	-2	2	-5	-7	28	-6	1.9	-17
CCCCC(=O)c1ccc(O)cc1O	9	2	37	-1	3	5	-20	-4.5	27

Nine structures from above, sorted by number of heavy atoms, low to high:
SMILES	TIM10 inh	MIN6 prolif	tim23-1 inh	APJ agonist	NR3A LBD binder	NALP3 yeast inh	APJ antagonist	MPTP inh	tim10-1 inh
CCCCC(=O)c1ccc(O)cc1O	9	2	37	-1	3	5	-20	-4.5	27
CN=C1CC(SC)=C1c1ccc(C)cc1	-3	1	3	-5	19*	-4	8	-3.5	3
N#CC1=C(N)OC2=C(C(=O)CCC2)C1C1C=CCCC1 (stereo unspecified)	5	-2	5	-1	-2	12	20	-3.9	0
N/C(=N\c1nc2c(c(=O)[nH]1)CCCC2)Nc1ccccc1	12	2	7	2	-1	8	4	-4.8	12
Cc1nc(-c2cccc(S(=O)(=O)N3CCCC(C)C3)c2)cs1 (stereo unspecified)	23	-1	24	-4	-2	9	7	-1.8	13
Cc1nc(NCCc2ccc(S(N)(=O)=O)cc2)c2c(C)c(C)sc2n1	-1	-2	-7	7	2	8	8	41	28
Cc1cc(C)cc(OCc2nnc(SCC(=O)Nc3ccccc3)o2)c1	3	-2	10	-3	-9	17	5	9.6	6
Cc1ccccc1C(=O)NC1CCN(Cc2nnnn2Cc2ccc(F)cc2)CC1	4	0	0	-2	0	5	4	0.2	13
CCc1cc2c(=O)c(-c3cnn(-c4ccccc4)c3)coc2c(CN2CCOCC2)c1O	-3	-2	2	-5	-7	28	-6	1.9	-17

(further entries)
SMILES	TIM10 inh	MIN6 prolif	tim23-1 inh	APJ agonist	NR3A LBD binder	NALP3 yeast inh	APJ antagonist	MPTP inh	tim10-1 inh
CCOC(=O)c1ccc(NC(=O)CN(Cc2ccc(Cl)cc2)S(C)(=O)=O)cc1	23	-4	42	-4	-5	6	-25	3.3	39
CC(C#N)(NC(=O)COC(=O)c1ccccc1NCCO)C1CC1 (stereo unspecified)	3	-3	-5	-2	-1	-8	-4	-1.4	13
CCC(=O)c1ccc(OCC(=O)N2CCN(c3ncccn3)CC2)cc1	15	-6	16	-5	2	23	28	-0.2	7
Cc1ccc(NC(=O)Cn2nc(C)c(S(=O)(=O)N(C)C)c2C)cc1	5	-1	6	4	-1	1	-7	-0.4	-5
COc1cccc(-c2onc3ccc(C4(C)OCCO4)cc23)c1	-16	3	32	5	2	27	-5	0.6	6
O=C(CC1Sc2ccccc2NC1=O)Nc1cccc(C(=O)O)c1 (stereo unspecified)	-13	4	9	-4	0	25	13	-0.2	8
COc1cc2c(cc1OC)C(c1cccs1)NCC2 (stereo unspecified)	-9	-2	-1	-1	1	14	13	-1.6	-12
COc1ccc(-c2nc(-c3ccccc3)[nH]c(=O)c2C#N)cc1	-9	-3	4	-1	3	17	-1	4.4	16
COc1ccc(S(=O)(=O)NC(C)C(=O)Nc2cccc([N+](=O)[O-])c2)cc1 (stereo unspecified)	-16	0	5	1	-3	7	-5	1.1	2
CC(C)(C)c1csc(NNC(=O)c2ccc(Br)cc2)n1	-12	-6	50	3	-4	12	-1	-2.6	15
CC(C)COc1nc2ccccc2nc1C(C#N)C(=O)NC1CCCCC1 (stereo unspecified)	14	-4	23	-1	-3	16	5	2.1	16
Cc1onc(-c2ccccc2)c1C(=O)N/N=C/c1cc(Br)c(Br)o1	20	0	27	-3	-21	-3	-8	4.2	27
CCc1ccc(OCC(=O)N2CCN(c3ccccn3)CC2)c(Br)c1	26	1	53*	-1	0	26	-5	0.5	37
Cc1cc(C)n(C(=O)c2ccc(S(=O)(=O)N3CCOCC3)cc2)n1	6	1	23	-4	0	13	21	-1.9	9
O=C(NNC(=O)c1ccccc1-n1cccc1)c1cccc(Cl)c1	12	-2	21	2	-2	8	7	-1.1	11
O=C(CN(C(=O)c1ccc(Cl)cc1)C1CCCCC1)Nc1ccc(Cl)c([N+](=O)[O-])c1	11	-4	-3	-5	8	5	16	64*	-2
CC1CCCCC1NC(=O)CCS(=O)(=O)c1ccc2c(c1)NC(=O)CO2 (stereo unspecified)	-8	-1	-14	-3	0	-15	13	0.2	-15
Cc1cccc(OCCSc2nc3ccccc3n2CCC(=O)O)c1	-5	-2	-10	-2	-2	6	-5	1.0	-4
CCN(Cc1ccccc1)C(=O)COC(=O)CNS(=O)(=O)c1ccc(C)cc1	-4	-5	7	-2	-1	-11	16	0.1	3
CCCCC(=O)Nc1cccc(-c2nn3c(C)nnc3s2)c1	1	-1	9	-5	0	12	-13	-0.8	20
COc1ccccc1CC(=O)NN1C(=O)c2ccccc2C1=O	-10	-4	1	-1	-1	8	-6	-0.2	-9
C=CCn1c(SCCOc2ccc(OC)cc2)nnc1C(NC(=O)c1ccc(OC)cc1)C(C)C (stereo unspecified)	32	-1	22	-2	-1	0	0	-2.3	34
COc1ccc(Cl)cc1NC(=O)C/C(C)=N/NC(=O)Cc1ccccc1	9	-6	20	-2	0	7	-6	-0.6	20
COc1ccc(C2/C(=C(/O)c3ccccc3)C(=O)C(=O)N2c2ncccn2)cc1OC (stereo unspecified)	2	0	-9	-2	4	-6	-4	-4.1	9
CCOC(=O)COc1cccc(C2NC(=O)c3ccccc3O2)c1 (stereo unspecified)	-9	-2	11	-4	-2	22	17	-0.5	-1
Cc1cc(C)cc(C(=O)N(CCc2ccccc2)C2CC3CCC(C2)N3C)c1 (stereo unspecified)	-9	-3	-17	-3	-1	21	11	0.9	-8
O=c1cc[nH]c2cc(Cl)ccc12	5	-6	-9	2	1	17	-4	0.4	-18
COc1cc(C(=O)N(Cc2cc3ccccc3[nH]c2=O)CC2CCCO2)cc(OC)c1OC (stereo unspecified)	5	1	5	-3	1	9	-1	-0.7	3
